# Assay outcomes: PubChem BioAssay, several laboratories
# CRFR2-BP antag: antagonists of CRF-binding protein/CRF-R2 receptor complex; inhibition, % at 11.8 µM; HEK293 CRF-R2/CRF-BP, CRF-induced calcium fluorescence; 350,000 compounds, 0.59% hits;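 active = inhibition of the ligand-induced calcium signal above about 50% at the single tested concentration, limit read from the data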
# TAAR1 agonist: human TAAR1 agonism | activation, % at 3 µM | Q96RJ0 | 360,000 compounds, 0.99% hits | CHO RD-HGA16 TAAR1, Fluo-8 calcium fluorescence; vehicle wells 0%, saturating PEA agonist 100%;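 active = activation above the mean activation of all test compounds in the run plus 3 SD, cut at about 38% in these data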
# Target sequence (Q96RJ0 whole entry, looked up): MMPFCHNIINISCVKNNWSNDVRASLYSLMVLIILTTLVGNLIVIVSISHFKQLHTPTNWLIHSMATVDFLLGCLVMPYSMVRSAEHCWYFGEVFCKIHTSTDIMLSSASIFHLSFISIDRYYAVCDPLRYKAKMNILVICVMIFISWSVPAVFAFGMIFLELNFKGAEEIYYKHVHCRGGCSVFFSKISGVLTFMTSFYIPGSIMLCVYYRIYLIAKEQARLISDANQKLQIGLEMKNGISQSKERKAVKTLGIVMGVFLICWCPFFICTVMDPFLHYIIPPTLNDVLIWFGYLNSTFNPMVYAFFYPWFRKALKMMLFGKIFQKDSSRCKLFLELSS
#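 Assay system: CHO-derived RD-HGA16 cells with stable Gα16 and human TAAR1; timing: 17-24 h seeding, 75 min 37 °C dye, 30 min RT; read-out: % activation from peak over basal fluorescence ratio, DMSO-to-PEA scaled; measured by: kinetic Fluo-8 calcium fluorescence; benchmarks: low control DMSO, high control PEA (EC100); doses: 3 µM single concentration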
# CHRM4 PAM: potentiates acetylcholine response at human M4 receptor; 360,000 compounds, 0.4% hits; activation, % at 3 µM; CHO-K1 hM4/Gqi5, Fluo-8 calcium fluorescence, ACh EC20; 0% = ACh EC20, 100% = maximal ACh; P08173; AID 624126;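 active = activation above its plate's cutoff, the mean activation of sample wells plus 3 SD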; note: some results filed as inactive read as strong as hits
# M1 PAM parental: nonselective activator or artifact in parental CHO-K1 calcium assay; ATP EC20, Fluo-8 calcium fluorescence; 0% at ATP EC20, 100% at ATP max; 360,000 compounds, 0.02% hits; activation, % at 3 µM;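 active = activation above the run cutoff, the mean activation of all test compounds plus 3 SD, cut at about 40% in these data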;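 note: peak over basal fluorescence ratio in a 140 s read after ATP addition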
# CHRM5 antagonist: blocks acetylcholine activation of human M5 receptor. P08912. CHO-hM5 cells, Fluo-8 calcium fluorescence, ACh EC80. inhibition, % at 3 µM. 360,000 compounds, 0.59% hits;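 active = inhibition above a per-plate cutoff, the mean of that plate's test compounds plus 3 SD, cut at about 27% in these data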;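 note: 0% = acetylcholine EC80 with DMSO and 100% = DMSO without agonist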
# Target sequence (P08912 whole entry, looked up): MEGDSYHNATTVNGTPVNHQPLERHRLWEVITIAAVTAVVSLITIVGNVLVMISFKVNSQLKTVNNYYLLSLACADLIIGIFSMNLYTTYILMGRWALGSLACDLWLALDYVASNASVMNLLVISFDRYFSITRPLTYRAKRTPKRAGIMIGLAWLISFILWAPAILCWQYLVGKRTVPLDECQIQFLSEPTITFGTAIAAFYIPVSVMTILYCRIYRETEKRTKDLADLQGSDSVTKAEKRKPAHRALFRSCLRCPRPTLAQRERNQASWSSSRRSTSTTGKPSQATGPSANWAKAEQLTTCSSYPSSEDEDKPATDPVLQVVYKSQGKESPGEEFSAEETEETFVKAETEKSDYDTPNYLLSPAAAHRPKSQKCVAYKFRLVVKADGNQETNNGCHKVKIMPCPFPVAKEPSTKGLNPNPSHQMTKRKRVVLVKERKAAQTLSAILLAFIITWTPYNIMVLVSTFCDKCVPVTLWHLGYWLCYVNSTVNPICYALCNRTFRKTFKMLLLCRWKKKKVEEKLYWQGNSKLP
# M5 PAM: CHRM5 positive allosteric modulation; P08912; CHO-K1 hM5, Fluo-8 calcium, ACh EC20 PAM; 0% = ACh EC20, 100% = ACh EC100; activation, % at 3 µM; 360,000 compounds, 0.3% hits; AID 624038;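 active = activation above the run cutoff, the mean activation of all test compounds plus 3 SD, cut at about 18% in these data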
#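 System: CHO-K1 hM5 cells. Reagent: acetylcholine, EC20 level. Compound dosing: single dose, 3 µM nominal final test concentration. Timing: Post-acetylcholine fluorescence recording 140 s. Detection: Fluo-8 calcium fluorescence. Read-out: % activation, ACh-normalized. Benchmarks: ACh EC20 and EC100 wells. Repeats: singlicate, one well per test compound.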
# M5 ag: agonists of human muscarinic M5 receptor (CHRM5); CHO-K1 hM5 cells, Fluo-8 calcium fluorescence; 0% DMSO wells, 100% maximal acetylcholine response; activation, % at 3 µM; 360,000 compounds, 0.19% hits;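 active = activation above the run's mean over test compounds plus 3 SD, cut at about 23% in these data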;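 note: signal is peak over basal fluorescence ratio across the kinetic read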
# CRFR2-BP ag: CRF-BP/CRF-R2 complex agonism; HEK293 CRF-R2/CRF-BP, calcium dye fluorescence (FLIPR); percent of saturating CRF peptide response; activation, % at 13.2 µM; 350,000 compounds, 0.46% hits; AID 588473;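 active = activation of at least 50%, plus an integration ratio under a set limit after plate pattern correction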;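 note: plate controls were neutral control wells without compound for no effect and CRF at EC100 for full effect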
# TAAR1 antagonist: antagonists of human TAAR1. AID 624466. Q96RJ0. CHO RD-HGA16 TAAR1, Fluo-8 calcium fluorescence, antagonist. 360,000 compounds, 1.5% hits. inhibition, % at 3 µM;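 active = inhibition above a per-plate cutoff, the mean inhibition of test compounds on that plate plus 3 SD, cut at about 49% in these data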;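 note: 0% = DMSO plus EC80 beta-PEA response and 100% = DMSO alone without agonist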
#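 test system = CHO RD-HGA16 cells bearing hTAAR1 | replication = singlicate | controls = DMSO-only wells and EC80 β-PEA-stimulated wells | reagent = EC80 β-phenethylamine stimulus | read-out basis = percent inhibition of PEA-evoked calcium signal, max/basal emission ratio | schedule = seeding 17-24 h prior, 75-min 37 °C, 30-min RT dye loading | signal = kinetic Fluo-8 calcium fluorescence measurement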
# Numbers without * were called inactive; . = not tested or not shown.
SMILES,CRFR2-BP antag,TAAR1 agonist,CHRM4 PAM,M1 PAM parental,CHRM5 antagonist,M5 PAM,M5 ag,CRFR2-BP ag,TAAR1 antagonist
O=C(O)C1(NS(=O)(=O)c2ccc(Cl)cc2)CCCCC1,0.2,12.8,8.7,-2.3,-3.0,-2.2,1.2,-2.3,3.0
Cc1cc(NO)nc(-c2ccc(Br)cc2)n1,-0.2,1.8,-0.5,3.6,9.8,-6.2,2.0,-0.1,16.0
CC1=CN2C(=NC(=O)CC2(C)C(=O)N(CC(=O)NC2CCCC2)Cc2ccc(Cl)cc2)C=C1 (centres undefined),1.1,-0.8,1.5,19.7,12.8,0.9,-2.4,-0.9,1.9
Cc1cccc(C(=O)Nc2cccc3cccnc23)c1,-0.8,-2.4,2.3,9.3,-2.9,4.3,-4.0,-1.2,-12.7
CCOC(=O)c1ccccc1NS(=O)(=O)c1ccc(C)cc1,3.1,-0.3,-11.8,22.6,8.0,-8.3,-4.0,3.8,39.3
C[C@H](CO)N1C[C@H](C)[C@@H](CN(C)S(=O)(=O)c2ccccc2)Oc2ccc(NC(=O)C3CC3)cc2C1=O,-3.1,4.1,-5.5,-8.4,-7.8,-4.2,0.5,-1.6,18.2
O=C(Nc1ccccc1N1CCOCC1)c1ccc([N+](=O)[O-])cc1,-28.4,19.5,3.8,-5.5,-8.4,6.5,3.0,-2.0,1.9
CCOC(=O)N1CCN(S(=O)(=O)N2CCCC(C(=O)NCCCN3CCCCC3)C2)CC1 (centres undefined),14.2,2.1,0.5,8.4,8.9,0.7,-4.3,1.7,-1.5
CC(C)OC(=O)CSc1nc(Cc2cccs2)nc2ccccc12,-15.7,2.0,-7.3,11.9,-0.1,-4.2,1.0,-6.5,14.5
CCO[C@@H]1OC(C(=O)NCc2ccccc2)=C[C@H](c2cn(C(C)=O)c3ccccc23)[C@H]1CCCO,-5.7,5.9,-1.6,-5.4,1.3,-2.1,-7.1,-0.7,4.0
CCOC(=O)c1c(NC(=O)c2c(Br)cnn2C)c(C#N)nn1-c1ccccc1,67.3*,7.7,-5.9,-1.7,-1.8,-3.0,-1.7,0.2,40.0
O=C(CN1C(=O)c2ccccc2C1=O)Nc1cccnc1,3.5,2.4,1.5,12.8,-1.2,-0.1,-3.1,-1.4,-17.4
CCOC(=O)c1ccc(NC(=O)c2cc(F)c(F)cc2Cl)cc1,-6.3,2.0,-1.6,17.7,1.3,3.9,-3.8,0.4,4.7
CC(C)(C)C1CCc2onc(C(=O)O)c2C1 (centres undefined),-2.2,8.9,0.2,20.9,8.2,-3.8,-2.1,-0.4,4.0
O=C(CSC1=NCCS1)N1N=C(c2cccs2)CC1c1ccc(F)cc1 (centres undefined),-11.9,6.2,-1.7,10.3,2.8,0.9,-1.0,-0.9,-7.3
CCOc1ccc(-c2nc(CSCC(=O)NC3CC3)c(C)o2)cc1,-1.2,.,7.6,0.8,3.0,-3.8,-2.0,0.0,.
COc1ccc(-c2nc(C#N)c(NCc3ccccc3Cl)o2)cc1,-45.6,16.3,1.6,12.5,8.1,-4.0,0.0,-1.7,52.6*
Cc1cc(=O)oc2c(C)c(OCC(=O)NCCCN3CCCC3=O)ccc12,1.2,-0.3,0.6,10.3,9.1,-2.5,-3.3,1.0,-5.9
COc1cccc(NC(=O)CN(C)S(=O)(=O)c2ccc3c(c2)n(C)c(=O)c(=O)n3C)c1,-3.8,1.1,3.5,14.6,1.5,-0.3,-2.4,-0.7,-20.0
O=C(CCCc1ccncc1)c1ccccc1,5.7,3.4,1.9,18.0,5.5,-6.3,-9.1,-0.6,-24.5
Cn1cccc1C(=O)N1CCN(S(=O)(=O)c2ccccc2)CC1,10.1,0.1,6.1,6.2,1.0,-2.8,0.6,-0.4,-1.3
COc1ccc2occ(NC(C)=O)c2c1,-4.1,5.5,-0.5,23.3,5.8,3.1,-3.1,-0.5,7.6
CCCn1c(CC)nc([N+](=O)[O-])c1Sc1ccc(F)cc1,-1.7,10.1,-3.2,-1.9,5.1,-1.8,-3.3,-5.3,-8.9
CC(C)=CCc1c(O)ccc(C(=O)Cc2ccccc2)c1O,-7.6,40.0*,-8.5,-3.8,0.6,-6.9,5.1,8.4,25.6
COc1ccc(-c2csc(Nc3cccc(C)n3)n2)cc1,-3.4,1.3,3.8,8.2,3.7,-2.4,1.5,-0.2,-29.3
N#CCCN(Cc1ccccc1)S(=O)(=O)c1cccs1,14.0,3.8,-1.6,20.5,-0.4,2.7,-8.9,-1.6,-14.1
CCCn1cc2c(c1-c1ccc(C)cc1)c(=O)n(C)c(=O)n2C,-2.1,3.9,0.2,17.0,8.3,-3.1,-3.4,2.0,-19.3
COc1cc(C(=O)N/C(=C\c2cn(C)c3ccccc23)C(=O)NCCCN2CCOCC2)cc(OC)c1OC,-14.8,1.2,-3.4,7.8,3.8,0.9,-3.7,3.6,-16.9
Cc1ccc(-n2c(Cc3cccs3)nnc2SCC(N)=O)cc1,-1.9,14.4,9.4,18.8,-0.2,2.0,0.1,-2.3,12.2
CCCP(=O)(CCC)CCP(=O)(c1ccccc1)c1ccccc1,-8.9,10.0,-11.2,-7.7,-0.7,-2.5,1.1,-0.1,-25.9
COc1ccc(NC(=O)c2cc(C)no2)cc1OC,-9.5,2.1,0.5,2.0,1.2,-2.8,-0.7,-0.1,12.8
CC(=O)Nc1ccc(/C=N/NC(=O)c2cccs2)cc1,4.0,1.4,-0.1,16.2,-8.0,7.2,0.6,1.1,-13.4
CCOC(=O)c1sc(NC(=O)CSc2nnc(C)s2)c(C(=O)OCC)c1C,-16.6,1.6,3.2,14.9,1.3,1.5,-0.7,0.1,11.4
CCN(CC)C(=O)C(C)N(C#N)c1nc(SC)nc(N(C)C)n1 (centres undefined),-4.8,8.4,1.2,18.9,1.5,1.5,3.3,-0.6,-13.9
CNC(=O)COc1coc(CN2CCN(c3ccc(F)cc3)CC2)cc1=O,-6.6,2.9,-7.9,-13.6,5.3,0.2,-3.4,3.1,-23.5
CCN(CC)c1ccc2cc(C(N)=O)/c(=N\NC(=O)c3ccncc3)oc2c1,-285.5,14.8,.,.,.,.,.,264.3*,25.9

# Four entries from above, sorted by number of heavy atoms, ascending.
SMILES,CRFR2-BP antag,TAAR1 agonist,CHRM4 PAM,M1 PAM parental,CHRM5 antagonist,M5 PAM,M5 ag,CRFR2-BP ag,TAAR1 antagonist
COc1ccc(NC(=O)c2cc(C)no2)cc1OC,-9.5,2.1,0.5,2.0,1.2,-2.8,-0.7,-0.1,12.8
CCCn1cc2c(c1-c1ccc(C)cc1)c(=O)n(C)c(=O)n2C,-2.1,3.9,0.2,17.0,8.3,-3.1,-3.4,2.0,-19.3
CCCP(=O)(CCC)CCP(=O)(c1ccccc1)c1ccccc1,-8.9,10.0,-11.2,-7.7,-0.7,-2.5,1.1,-0.1,-25.9
CCOC(=O)c1sc(NC(=O)CSc2nnc(C)s2)c(C(=O)OCC)c1C,-16.6,1.6,3.2,14.9,1.3,1.5,-0.7,0.1,11.4

# Remaining list, next part:
SMILES,CRFR2-BP antag,TAAR1 agonist,CHRM4 PAM,M1 PAM parental,CHRM5 antagonist,M5 PAM,M5 ag,CRFR2-BP ag,TAAR1 antagonist
COc1cccc(CNC(=O)CSc2ccc(-c3cccs3)nn2)c1,-2.1,3.4,6.2,-6.5,5.4,0.3,-2.5,-1.4,-8.5
C=CCC(C=C)[N+]1(CC(=O)OC)CCCCC1 (centres undefined),-3.6,5.7,3.8,4.6,2.2,4.3,-2.4,-0.5,11.7
O=C(Nc1ccc(F)cc1F)c1ccco1,-0.3,5.7,10.8,-0.2,9.0,9.2,-0.1,2.9,-8.7
CC(O)C1CCC2C3CC[C@H]4CC(O)CCC4(C)C3CC3(OCCO3)C12C (some centres undefined),-20.9,-1.0,-3.5,22.0,-4.0,5.1,-1.3,-1.7,6.3
O=C(c1ccco1)c1cn(CC(=O)N2CCCCCC2)c2ccccc12,4.6,6.9,0.9,21.2,-1.8,6.3,4.3,-0.8,-37.4
CC(C)CNC1CS(=O)(=O)CC1O (centres undefined),-4.3,-0.6,7.8,-6.4,9.1,3.5,-1.0,-0.1,-19.4
Cc1cc(C)nc(SCC(CSc2nc(C)cc(C)n2)C(=O)O)n1,12.0,5.7,-5.8,0.1,7.6,1.6,0.7,-0.5,19.4
O=C(NC(Cc1ccccc1)C(=O)N1CCCC(C(F)(F)F)C1)c1ccccc1 (centres undefined),-12.2,5.5,-6.1,6.2,4.4,-2.5,-1.8,1.0,-1.4
Cc1ccc(NC(=O)CCc2c(C)nn(-c3ccc(N4CCOCC4)nn3)c2C)cc1C,-3.1,3.4,3.1,20.1,1.9,-0.1,2.2,-1.7,-26.6
COc1ccc(-c2cc(C(=O)NC(C)C)no2)cc1,6.4,1.7,5.1,7.8,-7.8,8.7,5.5,-3.7,11.4
COc1ccc(CNC(=O)C[C@H]2C[C@H](C(=O)N3CCCCC3)[C@@]3(C)c4[nH]c5cc(CCC(=O)N(C)C)ccc5c4CCN3C2=O)cc1OC,7.6,-0.3,-1.6,17.1,-3.2,-3.6,-1.6,0.9,-0.4
COc1ccc(NS(=O)(=O)c2cccc(Cl)c2)cc1S(=O)(=O)N1CCCCC1,-5.2,1.8,-2.1,15.6,1.2,-4.7,2.1,0.8,-7.0
O=C(CSc1ncc(-c2ccccc2)n1C1CCCC1)N1CCc2ccccc21,-124.3,-1.5,-7.3,-12.5,4.0,-6.9,1.0,102.0*,8.3
Cc1ccc(Sc2ncccc2COC(=O)Nc2c(C)cccc2C)cc1,-1.5,2.3,-5.9,-4.4,5.3,-15.3,-6.6,0.6,25.4
CCc1nc(CNC(=O)C2CCC(=O)N(Cc3ccccc3F)C2)no1 (centres undefined),9.2,0.7,-2.0,0.8,-0.8,2.5,-0.2,0.5,0.3
CC(C)(C)S(=O)(=O)N1C[C@@H]2CC/C=C\C/C(c3ccccc3)=C\2[C@H]1CCO,-16.5,1.0,-0.3,22.7,-2.2,0.6,-1.5,0.7,-30.9
COCCNC(=O)c1cc(OC)c(OC)cc1[N+](=O)[O-],16.3,0.6,10.7,4.4,-9.5,0.9,-1.9,2.5,11.6
COC(=O)c1ccc(CC2(C)C(=O)Nc3ccc(OC(F)(F)F)cc32)o1 (centres undefined),.,0.5,0.8,5.9,3.9,-1.6,-0.2,.,-4.4
CC1=C(C(=O)N2CCOCC2)CC(CC(=O)NCc2cccc3ccccc23)C(=O)N1Cc1ccc(F)cc1 (centres undefined),0.3,2.8,2.6,9.9,3.6,3.7,-1.3,-1.4,-23.8
COc1cccc(NC(=O)CN(C)C(=O)CCCNC(=O)c2ccc(Cl)cc2)c1,-5.6,-0.9,-0.8,-14.5,-8.9,5.3,2.6,0.3,4.2
CCN(CC)c1cc(Cl)c2nonc2c1N,-13.6,-3.3,-13.6,4.4,3.5,-4.1,-0.1,0.1,8.1
